# USP10 inh = blocks human USP10 ubiquitin-rhodamine cleavage. 47,000 tested, 1.1% active. Q14694. inhibition, % at 20 µM. purified USP10, Ub-rhodamine fluorescence, 60 min
# USP28 inh = inhibitors of human USP28 deubiquitinase; Q96RU2; purified USP28, Ub-rhodamine cleavage fluorescence, 30 min; inhibition, % at 25 µM; 47,000 tested, 3% active; AID 1645857
# Target sequence (Q96RU2 whole entry, looked up): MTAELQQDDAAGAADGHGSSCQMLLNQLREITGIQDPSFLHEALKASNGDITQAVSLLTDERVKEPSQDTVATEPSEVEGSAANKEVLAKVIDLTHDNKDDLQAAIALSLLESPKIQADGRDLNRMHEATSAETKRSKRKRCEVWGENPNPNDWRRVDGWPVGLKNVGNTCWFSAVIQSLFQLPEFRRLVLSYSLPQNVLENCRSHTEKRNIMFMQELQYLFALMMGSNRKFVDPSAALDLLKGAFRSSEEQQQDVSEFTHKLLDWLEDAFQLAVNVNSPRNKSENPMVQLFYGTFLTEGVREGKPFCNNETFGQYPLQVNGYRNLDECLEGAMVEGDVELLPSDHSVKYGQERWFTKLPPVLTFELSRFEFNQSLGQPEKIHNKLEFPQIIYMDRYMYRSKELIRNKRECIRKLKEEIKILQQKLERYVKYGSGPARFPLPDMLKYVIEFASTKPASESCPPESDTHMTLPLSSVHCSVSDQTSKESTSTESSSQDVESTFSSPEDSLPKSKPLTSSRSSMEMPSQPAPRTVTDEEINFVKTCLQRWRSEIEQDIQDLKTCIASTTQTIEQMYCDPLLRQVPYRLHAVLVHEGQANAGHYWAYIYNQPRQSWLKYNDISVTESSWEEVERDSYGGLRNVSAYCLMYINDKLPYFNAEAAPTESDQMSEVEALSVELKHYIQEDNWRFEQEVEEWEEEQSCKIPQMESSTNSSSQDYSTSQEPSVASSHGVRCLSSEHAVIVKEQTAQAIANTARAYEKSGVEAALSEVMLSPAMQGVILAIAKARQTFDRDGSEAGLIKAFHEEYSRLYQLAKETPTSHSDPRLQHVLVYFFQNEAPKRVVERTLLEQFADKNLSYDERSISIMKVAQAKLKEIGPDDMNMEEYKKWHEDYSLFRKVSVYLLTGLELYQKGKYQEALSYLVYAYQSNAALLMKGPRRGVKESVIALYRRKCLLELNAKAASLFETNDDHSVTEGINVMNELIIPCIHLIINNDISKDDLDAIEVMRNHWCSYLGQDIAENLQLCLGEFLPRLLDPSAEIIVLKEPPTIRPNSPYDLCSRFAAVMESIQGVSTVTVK
# UCHL1 block = inhibitors of human UCHL1 deubiquitinase; 47,000 tested, 0.2% active; purified UCHL1, Ub-rhodamine cleavage fluorescence; inhibition, % at 20 µM; P09936
# USP30 inh = blocks human USP30 ubiquitin-rhodamine cleavage; Q70CQ3; purified USP30, Ub-rhodamine cleavage fluorescence; inhibition, % at 25 µM; 47,000 tested, 5.3% active
# USP17 inh = blocks human USP17 ubiquitin-rhodamine cleavage; purified USP17, Ub-rhodamine cleavage fluorescence, 3 h; 47,000 tested, 6.5% active; inhibition, % at 50 µM; A8MUK1
# USP7 block = inhibitors of human USP7 deubiquitinase; Q93009; purified USP7, Ub-rhodamine cleavage fluorescence; inhibition, % at 20 µM; 47,000 tested, 0.3% active; AID 1645854
# USP8 inh = inhibitors of human USP8 deubiquitinase | P40818 | purified USP8, Ub-rhodamine cleavage fluorescence, 30 min | inhibition, % at 20 µM | 47,000 tested, 4.2% active | AID 1645853
# OTUD3 block = human OTUD3 deubiquitinase inhibition. Q5T2D3. purified OTUD3, Ub-rhodamine fluorescence, 2 h. AID 1645858. inhibition, % at 25 µM. 47,000 tested, 0.7% active
# * hit, by the source's call; i = inactive; x = no result given. Rule as the data show it: active = inhibition above about 30%; inactive = the rest.
SMILES,USP10 inh,USP28 inh,UCHL1 block,USP30 inh,USP17 inh,USP7 block,USP8 inh,OTUD3 block
COc1ccc2[nH]c(=O)c(CN(CCc3ccccc3C)C(=O)Nc3ccccc3OC)cc2c1,-2.3,-12.7,-3.3,-8.9,-5.5,-1.8,-9.2,0.1
Cn1c(C(=O)N2CCc3ccccc3C2)cc2ccccc21,4.3,3.1,5.8,-19.6,11.9,-4.2,11.5,7.1
COc1ccccc1NC(=O)c1cc(S(=O)(=O)N2CCc3ccccc3C2)ccc1Cl,-0.8,-0.6,-0.2,-6.8,-18.7,8.4,-47.2,-2.7
C/C=C(/C)C(=O)O[C@H]1C=CC(=O)O[C@@H]1/C=C/C(O)C(C)O (some centres undefined),0.0,4.0,0.0,20.8,9.0,2.2,0.8,10.4
Cc1cc(Cl)ccc1OCCCC(=O)NCc1ccccn1,-6.4,-8.0,-5.3,-35.2,-11.5,-20.9,-25.0,-7.1
O=C(NCc1nc(-c2ccc3c(c2)[nH]c(=O)n3C2CCCC2)no1)c1ccccc1,-3.7,0.0,-1.7,-55.0,58.2*,0.5,49.5*,-20.4
COc1ccccc1Cc1nc(-c2cn(-c3cccc(F)c3)nn2)no1,8.9,19.5,9.8,33.5*,13.1,-2.2,19.8,13.4
COc1cccc(CNC(=O)c2cc(S(=O)(=O)N3CCCC3)c(C)n2C)c1,-0.8,7.5,-0.3,2.6,4.8,0.7,14.8,1.6
COc1ccc(NC(=O)Cn2ncc3cccn3c2=O)cc1,0.0,-0.5,0.2,-34.7,13.0,3.2,-0.2,-2.6
Cn1ncc2c1ncn1nc(COc3ccc4ccccc4c3)nc21,-1.1,-2.3,-2.4,0.7,2.6,0.0,-1.5,0.3
Cc1nc(-c2ncc[nH]2)cc(C2CCCN(C(=O)c3cnc4ccccc4c3)C2)n1 (centres undefined),-0.7,12.1,2.8,23.1,2.8,1.9,6.4,14.2
CC(C)(C)C(=O)Nc1ccc(SCc2nnc(-c3ccccc3)o2)cc1,1.6,64.0*,3.0,28.9,2.2,-1.6,1.4,14.4
O=C(Cn1cnc(-c2noc(-c3ccc(F)cc3)n2)c1)NC1CCCCC1,10.9,10.9,2.8,28.7,26.0,5.6,52.4*,5.2
O=C(Nc1cc(F)ccc1F)C1CCCN(S(=O)(=O)N2CCCCCC2)C1 (centres undefined),0.2,0.9,0.9,1.7,8.3,2.7,7.4,5.0
CCC(=O)Oc1ccc(C(=O)Nc2cccc(C(=O)O)c2)cc1,0.3,-0.2,-2.6,7.6,-2.6,0.3,1.7,-0.9
CCC(=O)Nc1ccc2nc(SCC(=O)Nc3cc(C)cc(C)c3)sc2c1,10.1,-9.3,0.1,-81.3,-2.1,-6.8,-1.0,-12.7
COCCN1C(=O)C[C@@H]2[C@H]1CCN2C(=O)c1ccoc1C,0.7,16.0,0.8,21.9,x,7.8,-32.5,7.0
COc1ccccc1-c1ccc(CN2[C@@H](c3ccccc3)C[C@@H]3NC(=O)CCC[C@H]32)cc1,-8.9,-232.5,-144.1,i,-167.3,-155.9,-94.6,-254.7
CCC(=O)N(C1CCOCC1)C1CCN(S(=O)(=O)c2ccc(F)c(C)c2)CC1,0.3,4.4,0.0,3.3,14.7,1.5,12.0,10.8
CCOC(=O)C1(Cc2cc(-c3ccc(F)cc3)no2)CCN(Cc2ccc(O)cc2)CC1,7.8,7.8,4.2,0.1,-1.9,0.2,5.7,-3.8
CCN1CCN(c2nc3ncn(CC(=O)Nc4ccccc4C)c(=O)c3s2)CC1,-0.8,-6.1,-2.1,-10.6,-6.4,-1.1,-7.9,-2.2
COc1ccccc1-n1nnc(C(=O)N2CCCC2)c1-c1ccccn1,0.3,0.2,0.0,4.0,2.9,6.8,12.6,2.2
CC(=O)N[C@@H]1C[C@H](c2ccccc2F)O[C@@H]2CCCC[C@@H]12,3.6,11.3,2.9,19.8,15.5,-5.3,22.6,12.2
Cc1cc(C)cc(NC(=O)c2cn(-c3cc(N4CCOCC4)ncn3)cn2)c1,-0.6,-10.9,-1.1,12.7,-27.5,0.0,-2.4,-5.4
CCOC(=O)c1[nH]c(C)c(CN(Cc2ccco2)C(=O)c2cccc(C)c2)c1C,-1.1,1.9,6.3,-128.7,-4.6,2.4,10.6,-8.2
CC(C)C1NC(=O)CNC(=O)C2CCCN2C(=O)C(Cc2c[nH]c3ccccc23)NC(=O)CNC(=O)C(C(O)c2ccc(O)cc2)NC(=O)CNC1=O (centres undefined),-6.4,-184.3,-151.2,i,-175.2,-146.0,-319.9,-153.4
CN1CCN(C(=O)c2ccc(-c3ccc(NCc4ccccc4)nn3)cc2)CC1,-4.1,0.1,-2.4,1.1,6.7,-1.3,-209.3,-6.2
Cc1nc(-c2ccccc2)sc1C(=O)CSc1cccc(Cl)c1Cl,8.4,-1.0,-0.9,36.2*,13.9,2.3,17.5,15.1
COc1ccc(Cn2c(N3CCCCC3)nc3c2c(=O)n(C)c(=O)n3C)cc1,-0.3,10.7,2.4,26.3,14.7,-6.1,8.7,11.9
C[C@]12C(=O)N(C3CC3)CC(=O)N1CC(c1ccc(Cl)cc1)c1c2[nH]c2ccccc12 (some centres undefined),0.3,19.1,12.6,7.8,10.0,-138.1,0.9,4.4

# 10 of the compounds above, with values ahead of the structure.
USP10 inh,USP28 inh,UCHL1 block,USP30 inh,USP17 inh,USP7 block,USP8 inh,OTUD3 block,Compound
0.3,4.4,0.0,3.3,14.7,1.5,12.0,10.8,CCC(=O)N(C1CCOCC1)C1CCN(S(=O)(=O)c2ccc(F)c(C)c2)CC1
7.8,7.8,4.2,0.1,-1.9,0.2,5.7,-3.8,CCOC(=O)C1(Cc2cc(-c3ccc(F)cc3)no2)CCN(Cc2ccc(O)cc2)CC1
-0.8,-6.1,-2.1,-10.6,-6.4,-1.1,-7.9,-2.2,CCN1CCN(c2nc3ncn(CC(=O)Nc4ccccc4C)c(=O)c3s2)CC1
0.3,0.2,0.0,4.0,2.9,6.8,12.6,2.2,COc1ccccc1-n1nnc(C(=O)N2CCCC2)c1-c1ccccn1
3.6,11.3,2.9,19.8,15.5,-5.3,22.6,12.2,CC(=O)N[C@@H]1C[C@H](c2ccccc2F)O[C@@H]2CCCC[C@@H]12
-0.6,-10.9,-1.1,12.7,-27.5,0.0,-2.4,-5.4,Cc1cc(C)cc(NC(=O)c2cn(-c3cc(N4CCOCC4)ncn3)cn2)c1
-1.1,1.9,6.3,-128.7,-4.6,2.4,10.6,-8.2,CCOC(=O)c1[nH]c(C)c(CN(Cc2ccco2)C(=O)c2cccc(C)c2)c1C
-6.4,-184.3,-151.2,i,-175.2,-146.0,-319.9,-153.4,CC(C)C1NC(=O)CNC(=O)C2CCCN2C(=O)C(Cc2c[nH]c3ccccc23)NC(=O)CNC(=O)C(C(O)c2ccc(O)cc2)NC(=O)CNC1=O (centres undefined)
-4.1,0.1,-2.4,1.1,6.7,-1.3,-209.3,-6.2,CN1CCN(C(=O)c2ccc(-c3ccc(NCc4ccccc4)nn3)cc2)CC1
8.4,-1.0,-0.9,36.2*,13.9,2.3,17.5,15.1,Cc1nc(-c2ccccc2)sc1C(=O)CSc1cccc(Cl)c1Cl

# Next section:
SMILES,USP10 inh,USP28 inh,UCHL1 block,USP30 inh,USP17 inh,USP7 block,USP8 inh,OTUD3 block
COc1cc(-c2nc(C(N)=O)c3[nH]c(=O)n(CC4CCCO4)c3n2)ccc1O (centres undefined),-1.8,0.3,-0.9,2.8,4.8,-1.0,0.0,-7.5
O=C(NCc1ccc(F)cc1)c1csc(C(=O)N2CCCC2)n1,5.1,-7.7,-0.2,-12.5,-31.6,-1.1,-6.2,-1.0
Cc1ccc(C(C(=O)NCc2ccco2)N(Cc2ccccc2F)C(=O)/C=C\C(=O)Nc2cccc(C)c2)cc1 (centres undefined),13.9,-9.3,7.8,-18.1,-7.3,13.2,13.0,-0.2
Cc1ccnc(NC(=O)CCc2nnc3ccc(N4CCCC4)nn23)c1,-0.1,-10.1,0.1,0.2,-0.7,6.0,1.5,-0.1
CC1(NC(=O)Nc2cccc(Br)c2)CCS(=O)(=O)C1 (centres undefined),2.9,x,2.2,x,3.0,x,2.2,-0.4
COc1ccc(-c2cnc([C@@H]3COCCN3C3CCOCC3)[nH]2)cc1,0.2,5.0,4.1,-6.2,-70.9,-8.4,12.4,-5.4
CCOC(=O)c1sc(NC(=O)c2ccco2)nc1-c1ccccc1,6.3,-5.1,-0.1,1.7,-1.8,1.0,14.0,-3.1
COc1ccc(C(C)=O)cc1CSc1nc2ccccc2c(=O)n1C1CCCC1,3.6,x,4.0,x,12.2,9.4,6.8,1.6
CN1CCc2nc(N3CCN(C(=O)CCC4CCCC4)CC3)sc2C1,-6.7,-42.3,-5.8,-140.3,-42.8,-12.7,-30.6,-48.8
Cn1nccc1CN1CCc2nc(-c3ccccn3)[nH]c(=O)c2C1,-8.7,-43.4,-7.3,-140.3,-94.4,-4.0,-13.0,-25.8
COc1ccc(-c2noc([C@@H]3CCCN3Cc3cccc(C#N)c3)n2)cn1,0.5,0.1,0.1,1.6,0.7,1.3,3.6,-4.2
CCc1cccc(NC(=O)Cn2cnc(S(=O)(=O)N3CCOCC3)c2)c1,-0.2,10.9,-0.2,11.0,15.8,1.8,7.5,7.6
Cc1cc2nc(-c3ccc(SCc4ccccn4)nc3)[nH]c2cc1C,-5.3,23.8,-10.0,26.1,57.0*,-7.7,5.5,-9.1
COc1ccc(S(=O)(=O)N2CCN3Cc4ccccc4N(C)CC3C2)cc1 (centres undefined),-6.7,-277.3,-153.1,i,-189.9,-144.0,-264.5,-185.2
O=C(CCC1CCCC1)N1CCC(NS(=O)(=O)c2ccc(Cl)cc2)CC1,3.0,10.8,5.0,22.7,20.4,1.4,22.5,14.1
Cc1oc(C2CCN(C(=O)NC3CCCC3)CC2)nc1C(=O)N(C)C,-1.0,5.4,1.1,14.6,3.7,2.6,8.8,12.4
Cc1noc(-c2cccnc2-n2cnc(C(=O)Nc3ccc(F)cc3)c2)n1,-3.3,-12.3,-3.0,-21.4,-6.5,-2.8,-1.7,-0.5
O=C(Cc1nnc(NC(=O)Nc2ccc3c(c2)OCO3)s1)NCc1ccccc1,33.6*,8.1,1.2,6.0,8.3,13.9,48.1*,6.9
COc1ccccc1NS(=O)(=O)c1cc(NC(=O)COc2cccc3ccccc23)ccc1N1CCCC1,-0.1,-2.3,-18.1,-82.3,-5.8,4.3,-47.9,-1.3
CC(=O)Nc1ccc(Oc2cnc3ccccc3n2)cc1,-0.5,-0.8,-0.4,6.7,6.3,1.5,17.3,0.0
Cc1cccc(C(=O)Nc2cc(C(C)(C)C)on2)c1,2.6,24.7,0.4,5.6,7.1,-4.7,5.1,0.2
O=c1oc(-c2ccc(F)c(Cl)c2)nc2cccc(F)c12,10.1,-1.2,1.4,17.7,11.9,-11.1,7.3,0.0
Cc1ccc(C(=O)NNC(=O)CSc2nnc(Cc3ccccc3)n2Cc2ccccc2)cc1,1.9,3.2,1.5,5.2,-4.2,-14.1,-5.8,-0.5
Cc1ccc(S(=O)(=O)Nc2ccccc2C(C)(C)C)cc1C(=O)O,5.5,3.9,1.1,-69.0,-12.9,-1.7,0.7,-0.2
O=c1ccc(-c2nc(-c3cccc(Br)c3)no2)cn1Cc1ccncc1,-4.8,-10.2,-2.0,-35.0,-22.1,-6.4,7.0,-0.9
O=C(CN1C(=O)c2cccc3cccc1c23)NCCC(c1ccccc1)c1ccccc1,10.2,10.6,10.5,-12.0,12.1,0.4,15.5,6.9
Cc1nc(Nc2nnc(C)s2)cc(C2CCCN2c2ncccn2)n1 (centres undefined),-1.7,0.6,0.9,-50.7,0.9,1.8,-18.6,-1.9
CSc1ncccc1C(=O)Nc1ccnn1Cc1ccco1,-0.6,8.4,1.2,-2.5,-0.1,2.2,23.6,13.7
c1ccc(-c2cc(-c3nnc4c5ccccc5cnn34)[nH]n2)cc1,2.8,-6.5,0.6,6.6,47.2*,4.5,0.6,0.0
O=C(NC1CCCCC1)c1nc(-c2ccc3cc[nH]c3c2)no1,4.9,-12.0,-4.5,-1.3,-4.3,0.1,14.5,-12.6
O=C(Nc1ccc(F)cc1)c1ccccc1N1C(=O)[C@@H]2Cc3c([nH]c4ccccc34)C(c3ccccc3)N2C1=O (some centres undefined),-7.7,-52.5,-16.3,-208.7,-48.9,-16.4,-20.8,-29.0
Fc1cccc(Cl)c1CSc1nnc(C2CCNCC2)o1,0.7,15.1,0.6,24.5,7.7,-4.7,-15.3,9.5
COc1cccc(CSC2=NS(=O)(=O)c3ccccc3N2)c1,3.3,7.9,-3.2,8.4,4.5,1.6,0.6,8.2
CC(C)NC(=O)N1CCc2nc(C(=O)N3CCOCC3)sc2CC1,7.4,-10.1,2.1,-28.4,-19.9,1.0,-91.2,-7.3
Cc1ccccc1Nc1nnc(SCC(=O)Nc2ccc(Cl)cc2F)s1,1.5,4.2,-0.1,-1.7,1.8,2.9,11.3,4.6
